Source: PubChem BioAssay (Small Molecule Screening Facility, UW Madison)
SSB-PriA inh = inhibitors of Klebsiella pneumoniae PriA binding to SSB C-terminal tail, primary screen, biochemical, AlphaScreen; PriA–SSB C-terminal tail interaction (Klebsiella pneumoniae); AlphaScreen SSBct-PriA binding, biotinylated peptide; inhibition, % at 33 µM; hit rate 0.6% among 430,000; AID 1272365, 2023; in the data active = inhibition mostly above about 37%, no sharp cut-off; inactive = mostly below about 20%;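 note: plate controls were negative control peptide for no effect and reference peptide for full effect; strong numbers were not always called active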
An asterisk follows results filed as active; & = joins results of further samples.

Start of the listing, in advance:
Screening COC(=O)c1ccc(NC(=O)c2ccc(S(=O)(=O)NCc3ccccn3)o2)cc1 returned SSB-PriA inh -17.0.
Screening Cc1cccc(N=Cc2c(O)cc(C)oc2=O)n1 returned SSB-PriA inh -9.5.

Results, previewed entries included:
Screening COC(=O)c1ccc(NC(=O)c2ccc(S(=O)(=O)NCc3ccccn3)o2)cc1 returned SSB-PriA inh -17.0.
Screening Cc1cccc(N=Cc2c(O)cc(C)oc2=O)n1 returned SSB-PriA inh -9.5.
`O=C(COc1ccc(Cl)cc1)NN=CCCc1ccccc1` gave SSB-PriA inh -1.1.
Screening CCOC(=O)c1sc(NC(=O)c2snnc2CC)c(C(=O)OCC)c1C returned SSB-PriA inh 2.0.
COC(=O)Nc1ccc(S(=O)(=O)NCC2CCN(S(=O)(=O)C3CC3)CC2)cc1 was read as SSB-PriA inh -15.0.
For O=C(Nc1cnn(C2CCOCC2)c1)c1ccc(C(F)(F)F)nc1 the results were SSB-PriA inh -10.0.
`Cc1cc(NC(=O)c2cccs2)n(-c2nc3c(cnn3-c3cccc(Cl)c3)c(=O)[nH]2)n1` gave SSB-PriA inh -12.0.
`O=C(NCc1ccccn1)c1n[nH]nc1-c1ccc(F)cc1` gave SSB-PriA inh -17.0.
Screening O=C(Cn1cccc(-c2nc(-c3ccccc3)no2)c1=O)Nc1ccc(F)cc1 returned SSB-PriA inh -5.0.
`COc1cccc2sc(OC3CN(C(=O)c4nc5ccccc5s4)C3)nc12` gave SSB-PriA inh -13.0.
Screening O=S(=O)(Cc1nc(-c2ccc(Br)cc2)no1)c1ccc(F)cc1 returned SSB-PriA inh -19.0.
Cc1cc(C(=O)N2CCN(c3ccc(-n4cncn4)nn3)CC2)c(C)o1 was read as SSB-PriA inh -20.0.
Screening O=C(NN=Cc1cn(-c2ccccc2)nc1-c1ccccc1)c1ccc2c(c1)OCO2 returned SSB-PriA inh -13.6.
Screening Cc1ccc(-c2cc(CNC(=O)c3cc(=O)c4ccccc4o3)no2)cc1 returned SSB-PriA inh -11.0.
`N#Cc1ccc(C2NC(=O)c3sc4nc(C5CC5)cc(-c5ccccc5)c4c3N2)cc1` (configuration not stated) gave SSB-PriA inh -12.0.
Screening O=C(CS(=O)(=O)c1cn(Cc2ccccc2Cl)c2ccccc12)Nc1ccc(F)cc1 returned SSB-PriA inh 9.0.
For O=C(CCc1ccccc1)Nc1cnc2cc(C(F)(F)F)nn2c1 the results were SSB-PriA inh -13.0.
For CCOC(=O)C(C#N)=NNc1ccccc1OC the results were SSB-PriA inh -5.5.
COc1ccc(NC(=O)[C@H]2CCCN(c3ccc(-c4ccc(F)cc4)nn3)C2)cc1 was read as SSB-PriA inh 0.0.
For COc1ccc(-c2cn3c(CC(=O)NCc4cccs4)csc3n2)cc1 the results were SSB-PriA inh 0.0&9.0.
O=C(Cn1c(CO)cnc1SCC(=O)Nc1ccc2c(c1)OCCO2)NCc1ccc(F)cc1 was read as SSB-PriA inh 1.0.
Screening O=C(NCc1ccc(OC(F)(F)F)cc1)[C@@H]1CSc2nccc(=O)n2C1 returned SSB-PriA inh -10.0.
Screening O=C(Cc1ccccc1)Nc1cccc(-c2ccc3nnc(-c4cccnc4)n3n2)c1 returned SSB-PriA inh 3.0.
`COc1ccccc1-n1ccnc1SCC(=O)Nc1nc2ccccc2s1` gave SSB-PriA inh -12.0.
`CCOC(=O)CNC(=O)CSc1nnc(C(C)C)c2cnn(-c3ccc(C)c(C)c3)c12` gave SSB-PriA inh 24.0.
CN(C)c1cccc(C(=O)NN=Cc2ccccc2F)c1 was read as SSB-PriA inh 3.7.
For Cc1nc(NC(=O)CCc2c(C)[nH]c(=O)[nH]c2=O)sc1C(=O)OCC(C)C the results were SSB-PriA inh -13.0.
`O=C(Nc1nccs1)c1ccc(N2CCC(Cc3ccccc3)CC2)nn1` gave SSB-PriA inh -5.0.
Cc1ccc(C(c2sc3ncnn3c2O)N2CCN(c3cccc(Cl)c3)CC2)cc1 (configuration not stated) was read as SSB-PriA inh 0.0.
O=C(Nc1ccccc1Cc1nc(-c2ccco2)no1)c1noc2c1CCCC2 was read as SSB-PriA inh -18.0.
For O=C([C@@H]1CC=CCC1)N1CCC(S(=O)(=O)Cc2ccco2)CC1 the results were SSB-PriA inh -17.0.
Screening Cc1nc(N2CCC(NC(=O)c3cc(C)oc3C)CC2)cc(C(F)(F)F)n1 returned SSB-PriA inh -61.0.
CCOC(=O)c1c(NC(=O)CCSc2nnc3scc(-c4ccc(Cl)cc4)n23)sc2c1CCCCC2 was read as SSB-PriA inh -20.0&1.0.
`CCc1cc(=O)[nH]c2nnc(SCC#N)n12` gave SSB-PriA inh -14.0.
Cc1csc(C(=O)N2CCCSCC2CN(C)C)c1 (configuration not stated) was read as SSB-PriA inh -2.0.
For Cc1ccc(N2CCCS2(=O)=O)cc1NC(=O)Cc1ccsc1 the results were SSB-PriA inh -54.0.
Screening O=C(Cc1csc2nc(-c3ccccc3)cn12)N1CCN(C(=O)c2ccoc2)CC1 returned SSB-PriA inh 3.0.
Screening CSc1ccc(CNC(=O)[C@H]2CCCN(c3nc4c(-c5ccccc5)csc4c(=O)[nH]3)C2)cc1 returned SSB-PriA inh -13.0.
For COc1ccc(C(N)=NOC(=O)CCC2CCCC2)cc1OC the results were SSB-PriA inh -41.1.
Cc1cccc(C=NNC(=O)NC2CCCCC2)c1 was read as SSB-PriA inh -4.7.
COc1cccc(C=NNC(=O)c2cc(OCC(F)(F)F)ccc2OCC(F)(F)F)c1 was read as SSB-PriA inh -24.9.
Screening COc1ccc(-c2cccc(NS(=O)(=O)c3ccc4c(c3)CCCC4)c2)nn1 returned SSB-PriA inh 19.0.
`O=C(NN=Cc1ccc[nH]1)c1ccc(Cl)cc1` gave SSB-PriA inh 2.3.
For Cc1cccc2sc(NC(=O)c3cc4n(n3)CCCO4)nc12 the results were SSB-PriA inh -6.0.
`COC(=O)c1sccc1S(=O)(=O)NCC1CCN(c2nc3ccccc3s2)CC1` gave SSB-PriA inh -9.0.
`Cc1cccc(S(=O)(=O)NCCC(=O)NCc2cccnc2-c2ccsc2)c1` gave SSB-PriA inh -4.0.
For Cc1ccn2c(=O)c(C(=O)NCCCOC(C)C)c(O)nc2c1 the results were SSB-PriA inh -9.0.
For O=C(NN=Cc1cc(Cl)cc([N+](=O)[O-])c1O)c1cccc(S(=O)(=O)N2CCOCC2)c1 the results were SSB-PriA inh 41.7*.
COC1=CC(=Cc2c(N)n3nc(CC(=O)N4CCOCC4)sc3nc2=O)C=CC1=O was read as SSB-PriA inh 2.6.
`CCn1c(C)cc(O)c(C(c2cccnc2)c2c(O)cc(C)n(CC)c2=O)c1=O` gave SSB-PriA inh 0.0.

2 compounds drawn at random from the list so far, as already listed:
CN(C)c1cccc(C(=O)NN=Cc2ccccc2F)c1 was read as SSB-PriA inh 3.7.
`CCOC(=O)CNC(=O)CSc1nnc(C(C)C)c2cnn(-c3ccc(C)c(C)c3)c12` gave SSB-PriA inh 24.0.

Remaining list, next part.
Screening COC(=O)c1[nH]c(C)c(C(O)=C2C(=O)C(=O)N(CCN(C)C)C2c2ccco2)c1C (configuration not stated) returned SSB-PriA inh 0.3.
`COc1ccc(-c2ccc(N3CCN(C(=O)COc4ccc5c(c4)OCO5)CC3)nn2)cc1` gave SSB-PriA inh 5.0.
Screening O=C(C[C@H]1C/C=C/CC[C@H](Cc2ccc(F)cc2)C(=O)OC[C@H]2CCCN2C1=O)N[C@H](CO)Cc1ccccc1 returned SSB-PriA inh 6.3.
O=[N+]([O-])c1ccc(/C=N\Nc2nc(-c3ccccc3)c3cc(Cl)ccc3n2)o1 was read as SSB-PriA inh -25.0.
CCc1ccc2ncc(S(=O)(=O)c3ccccc3)c(NCc3ccccc3)c2c1 was read as SSB-PriA inh -6.0.
For CN(C)S(=O)(=O)c1ccc(C(=O)OCc2cc(-c3ccco3)on2)cc1 the results were SSB-PriA inh 3.0.
CCc1ccc(C=NNC(=O)c2nnn(-c3nonc3N)c2CN2CCc3ccccc32)cc1 was read as SSB-PriA inh 3.0.
For Cc1nn(C(=O)c2ccccc2-c2ccc(C(F)(F)F)cc2)c(C)c1Sc1ccc(Cl)cc1 the results were SSB-PriA inh -10.0.
CC1(C)Cc2cccc(OCC(=O)NCCn3ccc(-c4ccsc4)n3)c2O1 was read as SSB-PriA inh 3.0.
For Cc1nc(NC(=O)Cc2ccc(S(C)(=O)=O)cc2)sc1C the results were SSB-PriA inh 3.0.

Of the compounds above, six contain a CF3 group.
For O=C(Nc1cnn(C2CCOCC2)c1)c1ccc(C(F)(F)F)nc1 the results were SSB-PriA inh -10.0.
For O=C(CCc1ccccc1)Nc1cnc2cc(C(F)(F)F)nn2c1 the results were SSB-PriA inh -13.0.
Screening O=C(NCc1ccc(OC(F)(F)F)cc1)[C@@H]1CSc2nccc(=O)n2C1 returned SSB-PriA inh -10.0.
Screening Cc1nc(N2CCC(NC(=O)c3cc(C)oc3C)CC2)cc(C(F)(F)F)n1 returned SSB-PriA inh -61.0.
COc1cccc(C=NNC(=O)c2cc(OCC(F)(F)F)ccc2OCC(F)(F)F)c1 was read as SSB-PriA inh -24.9.
For Cc1nn(C(=O)c2ccccc2-c2ccc(C(F)(F)F)cc2)c(C)c1Sc1ccc(Cl)cc1 the results were SSB-PriA inh -10.0.

Carrying on:
Screening Cc1cccc2sc(NC(=O)Cc3csc(NC(=O)c4ccc(Cl)cc4)n3)nc12 returned SSB-PriA inh 5.0.
Screening O=C(NCCn1ncc2c(N3CCN(Cc4ccccc4)CC3)ncnc21)C12CC3CC(CC(C3)C1)C2 returned SSB-PriA inh -10.0.
`CSc1nc(C(C)(C)C)cc(C(F)(F)F)c1C#N` gave SSB-PriA inh -12.0.
For c1cncc(CNc2nc3ccccc3s2)c1 the results were SSB-PriA inh 5.0.
For Cc1ccccc1[C@@H]1CCN(C(=O)c2cccc3ccccc23)CCS1 the results were SSB-PriA inh 17.0.
`COc1ccccc1OCC(=O)NCC(c1ccsc1)N1CCc2ccccc2C1` (configuration not stated) gave SSB-PriA inh -12.0.
CCOC(=O)NCC#CCOc1ccc2c(c1)OCO2 was read as SSB-PriA inh -17.0.
`COc1cc(C(=O)Nc2ccc3c(c2)N(C)C(=O)C(C)(C)CO3)cc(OC)c1OC` gave SSB-PriA inh 30.0.
Screening CC(=NNc1ccccc1)c1cccc(N)c1 returned SSB-PriA inh 9.1.
For O=C(O)/C=C\C(=O)NNC(=S)NCc1ccco1 the results were SSB-PriA inh 3.0.
`COc1ccc2nc(N3CCC(C(=O)N4CCCC4)CC3)sc2c1` gave SSB-PriA inh -13.0.
Screening NC(=O)C1Cc2ccccc2N1C(=O)c1ccc(S(=O)(=O)N2CCOCC2)cc1 (configuration not stated) returned SSB-PriA inh 5.0.
For Cc1csc(NC(=O)CCCSc2ccc(NC(=O)c3cccs3)nn2)n1 the results were SSB-PriA inh -17.0.
`CC(=O)Nc1ccc2nc(NC(=O)c3ccccc3)sc2c1` gave SSB-PriA inh -3.0.
`O=S(=O)(Cc1ccc(F)cc1)N1CCN(Cc2cnc3ccccn23)CC1` gave SSB-PriA inh -7.0.
For COc1ccc(N2CCCS2(=O)=O)cc1NC(=O)c1ccco1 the results were SSB-PriA inh -11.0.
`O=C(COc1ccc(Cl)cc1Cl)NCCCn1ccnc1-c1ccccc1` gave SSB-PriA inh -17.0.
Screening Cc1cc(O)c(C2=Nc3ccccc3NC(c3ccccc3)C2)c(=O)o1 (configuration not stated) returned SSB-PriA inh -16.0.
O=S1(=O)CCCCN1c1ccc(S(=O)(=O)N2CCO[C@H](c3ccccc3)C2)cc1 was read as SSB-PriA inh -14.0.
Screening Cc1ccc(NC(=O)NC2CCCC(O)C2)cc1C (configuration not stated) returned SSB-PriA inh -21.0.
Screening CN1C(=O)C(C)(C)COc2ccc(NC(=O)c3cccc(Br)c3)cc21 returned SSB-PriA inh 18.0.
`Cc1ccc(C(O)=C2C(=O)C(=O)N(C)C2c2ccccc2[N+](=O)[O-])cc1` (configuration not stated) gave SSB-PriA inh -8.8.
CNC(=O)CS(=O)(=O)C1CCN(C(=O)CCc2ccc(OC)c(OC)c2OC)CC1 was read as SSB-PriA inh 3.0.
Screening O=C(Cc1c(F)cccc1Cl)N1CCc2ncncc2C1 returned SSB-PriA inh 4.0.
For CCOC(=O)c1c(NC(=O)COc2ccc(Cl)cc2Cl)sc2c1CCN(C(=O)OCC)C2 the results were SSB-PriA inh -10.0.
`CC1(C)COc2cc(NC(=O)C3CC3)ccc2NC1=O` gave SSB-PriA inh 8.0.
CCCOc1ccc(S(=O)(=O)n2cccn2)cc1C was read as SSB-PriA inh 2.0.
Screening COc1ccccc1CNC(=O)Cc1cc(-c2ccc(Cl)cc2)on1 returned SSB-PriA inh -6.0.
For COc1ccc([N+](=O)[O-])cc1NC(=O)c1ccc(Br)cc1F the results were SSB-PriA inh 9.0.
Cn1cc(C=Nn2cnc3scc(-c4ccc(Cl)cc4)c3c2=O)c2ccccc21 was read as SSB-PriA inh -13.1.
Screening Cc1ccc(NC(=O)CSc2nccn3nc(-c4ccc(F)cc4)cc23)cc1C returned SSB-PriA inh -22.0.
Cc1cc(-c2nnc(NC(=O)CCSc3ccc(F)cc3)o2)nn1C was read as SSB-PriA inh 3.0.
`O=C(CCc1csc(NC(=O)c2ccc(F)cc2)n1)Nc1nc(-c2cccnc2)cs1` gave SSB-PriA inh -15.0.
For CNC(=O)CS(=O)(=O)C1CCN(C(=O)Cn2cnc3ccccc32)CC1 the results were SSB-PriA inh -14.0.
For Clc1ccc(-c2ccc(SCc3cccnc3)nn2)cc1 the results were SSB-PriA inh -5.0.
For COc1cc2c(cc1OC)CN(C(=O)CSc1nc3sc(C)c(C)c3c(=O)n1-c1ccccc1)CC2 the results were SSB-PriA inh 0.0.
`COC(=O)N1CCc2ccc(NS(=O)(=O)c3c(C)noc3C)cc2C1` gave SSB-PriA inh 5.0.
Screening COc1ccc(CNC(=O)C(=O)NCC2CCN(Cc3cccs3)CC2)cc1 returned SSB-PriA inh -13.0&-12.0.
COc1cccc2[nH]c(C(=O)O)cc12 was read as SSB-PriA inh -2.0.
`O=C(Nc1cccnc1)C1CC(=O)N(C2CCOCC2)C1` (configuration not stated) gave SSB-PriA inh -14.0.
For O=C(NN=Cc1ccccc1OCc1ccccc1)c1cccnc1 the results were SSB-PriA inh -5.7.

This is a subset; rates above refer to the full screens.
